# Cardio protect – protects H9c2 cardiomyocytes from peroxide injury | protection from H2O2 cell death, % at 20 µM | AID 588492 | hit rate 0.63% among 360,000 | H2O2 injury protection, ATPLite, 2 h;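 active means compounds giving at least 50% protection of heart cells from peroxide-induced death in the single-dose screen, raw or plate-pattern-corrected value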;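 further: 0% = DMSO wells with peroxide and 100% = DMSO wells without peroxide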
# ABCB6 inh MLPCN – blocks the human ABCB6 transporter; hit rate 0.19% among 360,000; K562-ABCB6 porphyrin accumulation, flow cytometry, 1 h; hits give low values; Q9NP58; fluorescence ratio to DMSO, % at 10 µM;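 active means fluorescence ratio to DMSO below 75%, the collection mean minus 3 SD; inconclusive means too few cells collected in the well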;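 further: signal is porphyrin accumulated inside mitochondria; 100% equals median channel fluorescence of DMSO control wells; lower ratio means ABCB6 inhibition with less porphyrin fluorescence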
# aDG glyco act – alpha-DG glycosylation activation | AID 624168 | Pro5-aDG cells, alpha-DG glycosylation AlphaScreen (IIH6); 0% Pro5, 100% B10-LARGE cell signal | activation, % at 10 µM | hit rate 0.22% among 360,000;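 active means activation of at least 8% versus controls, or a plate z-score of at least 8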;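 further: Pro5 are CHO cells carrying HIG-tagged alpha-DG that lacks glycosylation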
# Glyco luc inh – blocks N-linked glycosylation in D54 reporter cells; D54 ERlucT glycosylation luciferase reporter, 24 h; percent of 100 nM tunicamycin response; reporter increase, % at 12.5 µM; hit rate 0.23% among 360,000; AID 588692;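 active means mean luciferase reporter signal, scaled so untreated is 0 and the glycosylation-blocking control 100, at or above a set limit in every replicate; inconclusive means mean reaches the limit but not every replicate does; inactive means mean below the limit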;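 further: luciferase carries N-glycosylation sites so blocking glycosylation raises the light; 0% = median of neutral control wells and 100% = median of 100 nM tunicamycin wells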
# Vif imaging – inhibitors of HIV Vif; HEK293T cells, Vif self-association by quenched fluorescence, imaging, 24 h; inhibition, % at 7.49 µM; hit rate 0.35% among 340,000; AID 602346; in the data active means inhibition above about 50%, passing the limit was not always enough; inconclusive means no clear call, values can overlap the other calls; inactive means below about 31%; further: some results filed as inactive read as strong as hits
# m5-HT2A agonist – activates the mouse 5-HT2A serotonin receptor. P35363. CHO-K1 mHTR2A beta-arrestin complementation, luminescence; percent of 30 µM serotonin response. activation, % at 7.6 µM. hit rate 0.66% among 360,000;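 active means activation above a run cutoff, the mean activation of all tested compounds plus 3 SD, cut at about 14% in these data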;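 further: 0% = plate median of compound wells and 100% = 30 µM serotonin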
# Target sequence (P35363 whole entry, looked up): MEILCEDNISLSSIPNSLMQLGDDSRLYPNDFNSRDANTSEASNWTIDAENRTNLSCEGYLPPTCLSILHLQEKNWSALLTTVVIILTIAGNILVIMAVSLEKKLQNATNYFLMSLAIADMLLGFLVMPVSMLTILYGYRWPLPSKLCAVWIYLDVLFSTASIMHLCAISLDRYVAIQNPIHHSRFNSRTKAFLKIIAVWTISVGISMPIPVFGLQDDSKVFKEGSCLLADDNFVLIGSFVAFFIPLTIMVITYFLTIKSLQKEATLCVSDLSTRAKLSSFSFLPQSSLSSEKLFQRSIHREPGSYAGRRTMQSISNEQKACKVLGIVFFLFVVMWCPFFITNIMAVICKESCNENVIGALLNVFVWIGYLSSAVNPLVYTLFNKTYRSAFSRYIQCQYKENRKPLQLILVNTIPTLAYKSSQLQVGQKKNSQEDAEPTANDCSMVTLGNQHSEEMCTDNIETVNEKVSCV
# iPSC survival up – increases survival of single human iPS cells; hit rate 0.044% among 360,000; AID 602274; hiPSC single-cell survival, ATPlite luminescence; 100% = ROCK inhibitor wells, 0% = DMSO; survival enhancement, % at 20 µM; in the data active means survival enhancement above about 18%;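 further: cells exposed to compounds for 16 hours before the ATP read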
# Granule exo inh – lytic granule exocytosis inhibition | TALL-104 LAMP-1 surface exposure, flow cytometry; cells stimulated with thapsigargin and PMA | inhibition, % at 10 µM | hit rate 0.66% among 360,000 | AID 651702;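 active means inhibition above about 55%, limit read from the data; inconclusive means no clear call, values can overlap the other calls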
# CaV13 FRET inh – Disruptors of the CACNA1D IQ motif to Ca2+-dependent inactivation inhibitor domain association, primary screening, Förster resonance energy transfer in intact living … | HEK cells, CFP/YFP FRET ICDI-IQ, plate reader, 10 min; percent FRET-ratio fall versus neutral wells | inhibition, % at 12.3 µM | hit rate 0.098% among 340,000 | AID 743397;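 active means mean replicate inhibition of at least 30% and at least 1% of replicates passing that level; inconclusive means only one of the two criteria is met; inactive means neither criterion is met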;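 further: 0% = median of the neutral control wells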
# PDI inh – blocks human protein disulfide isomerase activity. hit rate 0.052% among 350,000. inhibition, % at 10 µM. PDI insulin aggregation turbidity, A650, 90 min. P07237;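 active means mean inhibition across replicates of 30% or more, whatever share of single replicates reach that level; inconclusive means mean inhibition below 30% while every single replicate reaches 30%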;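 further: absorbance from insulin aggregation driven by PDI reduction with DTT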
# Target sequence (P07237 whole entry, looked up): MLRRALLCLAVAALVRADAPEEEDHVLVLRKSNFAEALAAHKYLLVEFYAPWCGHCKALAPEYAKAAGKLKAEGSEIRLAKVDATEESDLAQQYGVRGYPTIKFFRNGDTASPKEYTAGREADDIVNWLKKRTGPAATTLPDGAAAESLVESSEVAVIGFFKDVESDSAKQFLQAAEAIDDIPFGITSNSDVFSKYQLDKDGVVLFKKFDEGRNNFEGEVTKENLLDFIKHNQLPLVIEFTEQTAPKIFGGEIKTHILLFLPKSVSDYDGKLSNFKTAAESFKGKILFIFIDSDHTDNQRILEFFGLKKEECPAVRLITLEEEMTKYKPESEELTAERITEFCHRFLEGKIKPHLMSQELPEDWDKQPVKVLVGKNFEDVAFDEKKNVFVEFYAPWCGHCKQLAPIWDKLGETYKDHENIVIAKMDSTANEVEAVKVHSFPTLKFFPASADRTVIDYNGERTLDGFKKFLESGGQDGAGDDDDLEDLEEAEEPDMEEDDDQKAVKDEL
# Starred values were filed as active, the others as inactive; u = inconclusive; x = no result given.
SMILES	PDI inh	Vif imaging	iPSC survival up	aDG glyco act	m5-HT2A agonist	ABCB6 inh MLPCN	Granule exo inh	Glyco luc inh	Cardio protect	CaV13 FRET inh
Cc1ccc(-c2c[n+]3c(n2-c2ccccc2)SCC3)cc1	8.1	-2.1	-0.4	-0.1	7.1	95.0	-3.5	1.4	-11.4	12.3
Nc1nnc(SCC(=O)c2cccc([N+](=O)[O-])c2)s1	-14.2	-1.2	-0.1	0.1	5.6	97.0	4.5	-0.4	-1.8	-4.2
CCc1nc2ccc(C(=O)NCCCN3CCCC3=O)cn2c1N(C)C(=O)COc1ccccc1	-1.1	5.4	6.1	-0.4	10.0	108.0	-4.7	2.3	4.5	-6.4
Cc1nnc(SCc2ccccc2)n1CC1CCCO1 (centres undefined)	0.9	-8.5	1.8	-0.3	5.5	101.0	2.7	-0.1	1.7	-5.5
CCOC(=O)c1[nH]nc(N)c1NC(=O)c1ccc(Cl)cc1Cl	-2.8	-5.9	-2.6	-0.1	-0.4	83.0	-0.4	-2.1	-11.4	-0.6
COc1ccccc1C1/C(=C(/O)c2ccc(C)cc2)C(=O)C(=O)N1Cc1ccco1 (centres undefined)	0.3	0.9	-1.5	-0.1	0.3	101.0	-15.2	-2.7	9.2	4.2
O=C(CN1CCC(NC(=O)C2CCCCC2)CC1)Nc1cccc(F)c1	5.9	8.4	-0.4	-0.1	-6.5	87.0	1.4	-0.3	-9.4	-4.1
CCN(CC)CCNC(=O)C(=O)NCC1OCCN1S(=O)(=O)c1ccc([N+](=O)[O-])cc1 (centres undefined)	-5.3	0.2	-0.2	0.1	3.7	100.0	2.2	6.9	-1.3	-1.9
CCOC(=O)c1ccc(NC(=O)CC2COc3ccccc3O2)cc1 (centres undefined)	16.2	4.7	2.9	0.0	-5.9	98.0	-2.1	0.9	-8.0	-3.9
COc1ccc(NC(=O)Nc2sc(NS(=O)(=O)c3ccccc3)nc2C)cc1	-2.8	10.7	-0.4	-0.1	0.7	94.0	4.3	2.2	3.2	1.2

# Next section.
SMILES	PDI inh	Vif imaging	iPSC survival up	aDG glyco act	m5-HT2A agonist	ABCB6 inh MLPCN	Granule exo inh	Glyco luc inh	Cardio protect	CaV13 FRET inh
CC(C)CN(CC(C)C)C(=O)Nc1ccccc1F	8.2	x	0.8	0.0	0.1	93.0	-0.3	0.7	-1.4	-5.1
CCOC(=O)c1ccc2ncc(C(=O)OCC)c(NCc3ccco3)c2c1	20.7	x	7.4	0.4	-2.8	107.0	-1.1	1.8	5.6	-5.1
CNC(=O)COC(=O)c1c2c(nc3ccccc13)CCC2	-3.1	-0.1	0.0	0.3	0.0	93.0	-0.9	1.2	19.6	12.7
O=C(NCc1ccc(Cl)cc1)c1cnn2ccccc12	-3.7	-11.7	-0.5	-0.3	-7.8	104.0	1.5	-4.2	-8.7	-5.6
COc1ccccc1Cn1c(=O)c2ccccc2n2c(Sc3ncnc4sccc34)nnc12	2.5	3.2	-2.3	4.3	1.3	99.0	-4.7	-6.3	-14.3	-3.3
COC(OC)c1ccnc(-c2ccc(OC(=O)c3ccc(F)cc3)cc2)n1	-1.9	2.1	-1.1	0.3	-2.1	96.0	-0.5	0.2	-20.8	17.0
O=C(Nc1nnc(-c2ccco2)o1)c1ccc(N2C(=O)CCC2=O)cc1	0.7	8.7	0.6	-0.1	0.9	86.0	9.3	1.0	0.5	-2.3
CCN(CC)c1ccc(/C=N/N2CCN(Cc3ccc(C)cc3)CC2)c(O)c1	4.9	-0.6	-2.5	-0.4	-5.2	99.0	-2.8	-2.0	-8.7	-8.5
O=C(NCc1cccnc1)C(=O)Nc1ccc2c(c1)OCO2	3.6	-0.1	-0.1	0.1	3.8	100.0	-0.6	0.5	-5.8	-6.5
COc1ccc2cc(CN(Cc3ccco3)C(c3nnnn3C3CCCCC3)C(C)C)c(=O)[nH]c2c1 (centres undefined)	-5.0	x	3.6	0.5	7.8	99.0	5.0	-0.1	14.0	x

# (listing goes on)
SMILES	PDI inh	Vif imaging	iPSC survival up	aDG glyco act	m5-HT2A agonist	ABCB6 inh MLPCN	Granule exo inh	Glyco luc inh	Cardio protect	CaV13 FRET inh
Cc1cccc(NC(=O)c2cc(S(=O)(=O)N3CCc4ccccc43)cn2C)c1	x	-23.1	-1.6	2.1	-2.8	99.0	6.6	-1.3	-13.5	0.5
Cc1c(NC(=S)Nc2ccccc2C(F)(F)F)cccc1[N+](=O)[O-]	-6.7	-3.1	1.9	0.0	0.3	101.0	4.4	3.3	-0.3	-3.2
CCOCCCNC(=S)N1CCC(NC(=O)c2ccco2)CC1	-7.1	-1.5	-0.1	-0.1	1.4	98.0	-0.9	3.3	0.1	-2.4
COC(C[C@@H]1O[C@@H]1[C@@H](O)[C@@H](C)OCc1ccccc1)OC	1.8	x	-2.0	0.1	0.8	97.0	-13.4	1.3	3.3	-11.5
Cc1cc(C)n2nc(SCc3ccccc3F)nc2n1	-2.8	-9.6	-0.5	-0.2	-2.0	99.0	-2.9	-4.2	-2.7	-17.2
CCOC(=O)c1c(C2CC2)csc1NC(=O)COC(=O)c1cc(OC)c(OC)cc1[N+](=O)[O-]	-0.1	7.5	-2.2	-0.2	-0.4	94.0	-13.2	3.1	2.5	4.0
CCOc1ccc(OCc2ccc(C(=O)NN)o2)cc1	-1.7	9.6	0.8	-0.1	-3.0	98.0	1.4	-1.2	-2.7	-1.1
COCCN1C(=O)C(=O)/C(=C(/O)c2ccc(S(=O)(=O)N3CCOCC3)cc2)C1c1cccc(OC)c1 (centres undefined)	-4.9	4.8	-0.5	-0.3	6.8	97.0	0.0	-0.7	-1.6	-14.8
CCCNC(=O)C1(C)CCN(C(=O)c2ccc3snnc3c2)C1 (centres undefined)	-5.2	x	-1.8	0.0	3.3	90.0	20.9	-7.4	1.8	-4.2
CSc1nc(C)c2cc(C)oc2n1	8.1	-3.6	0.8	0.0	-2.5	89.0	-1.5	0.7	4.9	-5.9

# More structures:
SMILES	PDI inh	Vif imaging	iPSC survival up	aDG glyco act	m5-HT2A agonist	ABCB6 inh MLPCN	Granule exo inh	Glyco luc inh	Cardio protect	CaV13 FRET inh
COc1cccc(CNC(=O)C2CCN(c3ncnc4c3nc3n4CCCCC3)CC2)c1	-0.2	-2.2	0.1	0.0	5.2	101.0	-2.8	0.8	-3.1	-6.4
COc1ccc(OCC(=O)N2CCN(S(=O)(=O)c3ccc(Cl)cc3)CC2)cc1	-1.0	2.9	-0.9	0.4	-1.1	98.0	-2.5	-0.1	-3.6	-7.3
CCn1cc([N+](=O)[O-])c(C(=O)Nc2nc(-c3ccc(C)c(C)c3)c(C)s2)n1	-7.0	3.1	2.0	0.7	-4.5	92.0	-0.8	u	3.3	-6.5
O=C(O)C(Cc1ccc(OS(=O)(=O)Cc2ccccc2)cc1)NS(=O)(=O)Cc1ccccc1 (centres undefined)	-3.1	-11.2	-1.1	0.1	1.4	101.0	22.6	-0.1	1.2	-6.5
O=C(O)c1cccc(-c2ccc(/C=N/NC(=O)C3COc4ccccc4O3)o2)c1 (centres undefined)	9.6	-13.5	0.8	-0.2	0.7	103.0	-2.8	1.0	0.0	7.2
Cc1cccc(NC(=O)c2ccc(C3SCC(=O)N3CCc3ccccc3)cc2)c1 (centres undefined)	-5.2	-21.0	4.5	2.2	-0.1	92.0	5.1	-7.2	-3.8	-3.1
CC1Cc2ccccc2N1S(=O)(=O)c1cnc[nH]1 (centres undefined)	3.0	4.1	-0.8	0.1	0.0	95.0	2.1	-1.8	-1.7	1.3
CC1CCC(NS(=O)(=O)c2ccc3c(c2)CC(=O)N3)CC1 (centres undefined)	-1.0	1.4	-0.1	0.0	1.8	104.0	-3.8	0.9	-4.1	-3.5
CSc1nc(C)c(CCOC(=O)c2cccc(C)c2)c(=O)[nH]1	1.9	6.7	0.2	0.0	6.0	89.0	-0.9	-0.1	-1.0	-4.8
CCOC(=O)c1ccc(N2C(=O)CC(Sc3ncccn3)C2=O)cc1 (centres undefined)	-3.4	3.1	-0.5	-0.1	-4.5	100.0	-2.0	3.0	-1.2	-4.5

# Reformatted with values under each structure: part of the list above
# The line under a structure holds: PDI inh, Vif imaging, iPSC survival up, aDG glyco act, m5-HT2A agonist, ABCB6 inh MLPCN, Granule exo inh, Glyco luc inh, Cardio protect, CaV13 FRET inh
> CCn1cc([N+](=O)[O-])c(C(=O)Nc2nc(-c3ccc(C)c(C)c3)c(C)s2)n1
→ -7.0, 3.1, 2.0, 0.7, -4.5, 92.0, -0.8, u, 3.3, -6.5
> O=C(O)C(Cc1ccc(OS(=O)(=O)Cc2ccccc2)cc1)NS(=O)(=O)Cc1ccccc1 (centres undefined)
→ -3.1, -11.2, -1.1, 0.1, 1.4, 101.0, 22.6, -0.1, 1.2, -6.5
> O=C(O)c1cccc(-c2ccc(/C=N/NC(=O)C3COc4ccccc4O3)o2)c1 (centres undefined)
→ 9.6, -13.5, 0.8, -0.2, 0.7, 103.0, -2.8, 1.0, 0.0, 7.2
> Cc1cccc(NC(=O)c2ccc(C3SCC(=O)N3CCc3ccccc3)cc2)c1 (centres undefined)
→ -5.2, -21.0, 4.5, 2.2, -0.1, 92.0, 5.1, -7.2, -3.8, -3.1
> CC1Cc2ccccc2N1S(=O)(=O)c1cnc[nH]1 (centres undefined)
→ 3.0, 4.1, -0.8, 0.1, 0.0, 95.0, 2.1, -1.8, -1.7, 1.3
> CC1CCC(NS(=O)(=O)c2ccc3c(c2)CC(=O)N3)CC1 (centres undefined)
→ -1.0, 1.4, -0.1, 0.0, 1.8, 104.0, -3.8, 0.9, -4.1, -3.5

# Three entries from above, arranged by SMILES length, descending:
SMILES	PDI inh	Vif imaging	iPSC survival up	aDG glyco act	m5-HT2A agonist	ABCB6 inh MLPCN	Granule exo inh	Glyco luc inh	Cardio protect	CaV13 FRET inh
COc1ccc(OCC(=O)N2CCN(S(=O)(=O)c3ccc(Cl)cc3)CC2)cc1	-1.0	2.9	-0.9	0.4	-1.1	98.0	-2.5	-0.1	-3.6	-7.3
CCOC(=O)c1ccc(N2C(=O)CC(Sc3ncccn3)C2=O)cc1 (centres undefined)	-3.4	3.1	-0.5	-0.1	-4.5	100.0	-2.0	3.0	-1.2	-4.5
CSc1nc(C)c(CCOC(=O)c2cccc(C)c2)c(=O)[nH]1	1.9	6.7	0.2	0.0	6.0	89.0	-0.9	-0.1	-1.0	-4.8

# (continued)
SMILES	PDI inh	Vif imaging	iPSC survival up	aDG glyco act	m5-HT2A agonist	ABCB6 inh MLPCN	Granule exo inh	Glyco luc inh	Cardio protect	CaV13 FRET inh
S=c1[nH]nc(-c2cc(-c3ccccc3)n[nH]2)n1/N=C/c1c2ccccc2cc2ccccc12	-1.3	-4.4	-0.5	0.2	-4.0	100.0	37.6	0.6	-2.1	x
O=C(NCCCN1CCCCCC1)c1ccc2c(Cl)c3c(nc2c1)CCCC3	21.3	x	-4.2	3.4	-3.8	103.0	0.1	-5.8	1.5	-4.7
Cc1ccc(NC(=O)CCNS(=O)(=O)c2ccc3[nH]c(=O)oc3c2)cc1	8.2	14.0	0.2	0.6	5.6	103.0	-16.5	0.7	-5.4	-2.8
O=S(=O)(Cc1ccccc1Cl)N1CCCCC1	1.3	16.5	2.0	-0.2	7.5	97.0	-2.4	0.9	7.1	x

# Compound activity: PubChem BioAssay, several laboratories
